CSM14.1 death rescue – rescue of cells from ER stress-induced death, primary screen, 384-well, CSM14.1, thapsigargin, ATP luminescence (AID 1222) | CSM14.1 thapsigargin-induced death rescue, ATP luminescence; higher % means a stronger effect | one-dose cellular ATP content (survival), % at 20 µM; EC50 in µM for titrated hits | 190,000 tested, under 10 active;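 active = EC50 below 50 µM in the dose-response confirmation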;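 also: death triggered by thapsigargin at about 15 µM added after 2 h compound pretreatment; cell ATP read after overnight thapsigargin exposure of roughly 18 to 22 hours; normalized against plate controls of thapsigargin alone and 5% DMSO vehicle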
West Nile antiviral – inhibition of WNV-induced cytopathic effect – cell-based, CPE readout (AID 1621); West Nile virus-infected cells, CPE inhibition; higher % means a stronger effect; CPE inhibition, % at 10 µM; hits with a dose series show IC50 in µM; 290,000 compounds, 0.02% hits; in the data active = a potency from the dose series; inconclusive = CPE inhibition mostly from about 3.7% at the one dose, without a potency; inactive = the rest, 99 in 100 with CPE inhibition below about 2.2%; also: strong numbers were not always called active
MgcRacGAP inhibition – MgcRacGAP GTPase-activating activity inhibitors, confirmation, biochemical, ADP Hunter fluorescence | MgcRacGAP-stimulated Rac1 GTP hydrolysis, ADP Hunter fluorescence; higher % means a stronger effect; GST-tagged Rac1 F28L mutant substrate | inhibition, % at 30 µM, or IC50 in µM where a hit was titrated | 340,000 compounds, 0.6% hits;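 active = first-screen hits whose inhibition reached a set limit at any dose in the follow-up dose series; inconclusive = inhibition above the set first-screen limit but never retested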;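 also: fluorescence reports GDP produced by GAP-driven GTP hydrolysis; strong numbers were not always called active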
LYP phosphatase – inhibitors of LYP phosphatase, biochemical, fluorescence intensity, uHTS (AID 1779). recombinant LYP phosphatase, fluorescence intensity; higher % means a stronger effect. inhibition, % at 11.5 µM; hits with a dose series show IC50 in µM. 290,000 compounds, 0.054% hits; in the data active = inhibition above about 50%;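 also: plate controls were vehicle with enzyme for no effect and no enzyme for full effect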
Dengue-2 NS5 capping – Dengue-2 NS5 methyltransferase inhibitors, primary screen, biochemical, confirmation dose response (AID 588689); Dengue-2 NS5 methyltransferase capping enzyme assay, biochemical; higher % means a stronger effect; inhibition, % at 25 µM, or IC50 in µM where a hit was titrated; 340,000 compounds, 0.3% hits; in the data active = a potency from the dose series; inconclusive = inhibition above about 29% without an active follow-up result
GPR35 antagonists – GPR35 antagonists blocking zaprinast-driven arrestin recruitment, primary screen, imaging, U2OS, beta-arrestin-GFP, zaprinast agonist (AID 2058); U2OS GPR35 beta-arrestin-GFP translocation imaging, zaprinast antagonism; higher % means a stronger effect; inhibition, % at 10 µM; hits with a dose series show IC50 in µM; 290,000 compounds, 0.052% hits;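 active = inhibition of at least 50% with at least 30 cells and total cytoplasm GFP at most 10,000,000; inconclusive = under 30 cells or total GFP of 10,000,000 plus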
Salmonella PhoP GFP – PhoP-dependent GFP reporter repression – Salmonella Typhimurium, primary screen (AID 1863). S. Typhimurium PhoP-regulated promoter GFP reporter, 4 h; higher % means a stronger effect. one-dose inhibition, % at 50 µM; IC50 in µM for titrated hits. 300,000 compounds, 0.16% hits;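 active = inhibition over 29.93%, a cutoff 3 SD above the screen mean, later confirmed by dose response; inconclusive = inhibition over 29.93% but no dose response follow-up; inactive = inhibition at most 29.93% or unconfirmed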;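 also: 0% = low Mg2+ inducing control and 100% = high Mg2+ repressing control; strong numbers were not always called active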
Large T inhibition – SV40 large T antigen inhibitors, biochemical (AID 1903); SV40 large T antigen ATPase/helicase inhibition assay; higher % means a stronger effect; inhibition, % at 20 µM, or IC50 in µM where a hit was titrated; 310,000 compounds, 0.39% hits; in the data active = a potency from the dose series; inconclusive = inhibition mostly from about 32% at the one dose, without a potency; inactive = the rest, 99 in 100 with inhibition below about 32%; also: strong numbers were not always called active
RSV antiviral HEp-2 – RSV antiviral activity via CPE protection, HEp-2 cells, primary 10 µM value included (AID 2391); 310,000 compounds, 0.13% hits; CPE inhibition, % at 10 µM, or IC50 in µM where a hit was titrated; HEp-2 cells, RSV-induced CPE inhibition; higher % means a stronger effect; in the data active = a potency from the dose series; inconclusive = CPE inhibition mostly from about 23% at the one dose, without a potency; inactive = the rest, 99 in 100 with CPE inhibition below about 21%; also: strong numbers were not always called active
Dengue-2 NS5 capping pilot replicate – further read-out of Dengue-2 NS5 capping, marked with its call; inhibition, %; measured here: pilot screen replicate inhibition
* hit, by the source's call; ? = inconclusive; · = not tested or not shown.

Start of the listing, in advance, eight compounds:
SMILES	CSM14.1 death rescue	West Nile antiviral	MgcRacGAP inhibition	LYP phosphatase	Dengue-2 NS5 capping	GPR35 antagonists	Salmonella PhoP GFP	Large T inhibition	RSV antiviral HEp-2	others
Cc1cc(N2CCOCC2)cc(C)[n+]1[O-]	-0.8%	-0.2%	8%	3%	0%	0%	9%	-3%	5.1%	Dengue-2 NS5 capping pilot replicate=-7.2
CN1CCc2c(sc3nc(SCC(=O)N4CCOCC4)nc(N)c23)C1	-2.0%	0.3%	1%	-4%	4%	1%	0%	6%	0.0%
CC(=O)NS(=O)(=O)c1cccnc1Nc1cccc(Cl)c1C	-1.0%	-0.5%	6%	6%	-9%	-5%	-6%	4%	1.3%
Cc1csc(NC(=O)C2CCN(S(=O)(=O)c3ccc4c(c3)oc(=O)n4C)CC2)n1	1.9%	-0.2%	11%	-3%	-1%	4%	7%	4%	-0.7%
CC1=NNC(=O)C1CC(=O)N/N=C/c1cccs1 (centres undefined)	·	1.2%	-2%	4%	-1%	3%	-1%	10%	3.5%
CC(=O)c1cc(CN2CCCCC2)cc(OC(C)C)c1	0.2%	-0.1%	9%	-4%	-15%	-3%	-2%	10%	-0.7%
O=C(NCCc1ccccc1)C1CCC(CNS(=O)(=O)c2cccs2)CC1 (centres undefined)	-1.2%	-0.6%	5%	-4%	·	-4%	-3%	18%	-2.1%
COc1ccc(C(c2nnnn2Cc2cccs2)N2CCN(c3ccccc3F)CC2)cc1OC (centres undefined)	2.5%	·	5%	6%	-5%	9%	-1%	0%	14%

The whole of this part (from the top)
SMILES	CSM14.1 death rescue	West Nile antiviral	MgcRacGAP inhibition	LYP phosphatase	Dengue-2 NS5 capping	GPR35 antagonists	Salmonella PhoP GFP	Large T inhibition	RSV antiviral HEp-2	others
Cc1cc(N2CCOCC2)cc(C)[n+]1[O-]	-0.8%	-0.2%	8%	3%	0%	0%	9%	-3%	5.1%	Dengue-2 NS5 capping pilot replicate=-7.2
CN1CCc2c(sc3nc(SCC(=O)N4CCOCC4)nc(N)c23)C1	-2.0%	0.3%	1%	-4%	4%	1%	0%	6%	0.0%
CC(=O)NS(=O)(=O)c1cccnc1Nc1cccc(Cl)c1C	-1.0%	-0.5%	6%	6%	-9%	-5%	-6%	4%	1.3%
Cc1csc(NC(=O)C2CCN(S(=O)(=O)c3ccc4c(c3)oc(=O)n4C)CC2)n1	1.9%	-0.2%	11%	-3%	-1%	4%	7%	4%	-0.7%
CC1=NNC(=O)C1CC(=O)N/N=C/c1cccs1 (centres undefined)	·	1.2%	-2%	4%	-1%	3%	-1%	10%	3.5%
CC(=O)c1cc(CN2CCCCC2)cc(OC(C)C)c1	0.2%	-0.1%	9%	-4%	-15%	-3%	-2%	10%	-0.7%
O=C(NCCc1ccccc1)C1CCC(CNS(=O)(=O)c2cccs2)CC1 (centres undefined)	-1.2%	-0.6%	5%	-4%	·	-4%	-3%	18%	-2.1%
COc1ccc(C(c2nnnn2Cc2cccs2)N2CCN(c3ccccc3F)CC2)cc1OC (centres undefined)	2.5%	·	5%	6%	-5%	9%	-1%	0%	14%
O=S(=O)(c1ccccc1)c1nc(-c2ccco2)oc1NCCN1CCOCC1	-0.9%	0.1%	8%	-6%	-7%	16%	-10%	10%	1.2%
S=C(NCCc1ccccc1)N1CCOCC1	·	1.2%	·	-3%	-2%	15%	-1%	6%	0.9%
CCN(CC)S(=O)(=O)c1ccc(C)c(NC(=S)Nc2cccc(S(=O)(=O)N3CCCCCC3)c2)c1	-1.7%	-1.2%	6%	-6%	6%	2%	-5%	11%	?
CC1=C(C(=O)OCC(C)C)C(c2cc3c(cc2Br)OCO3)NC(=O)N1C (centres undefined)	·	-0.4%	5%	2%	3%	-12%	14%	·	3.6%
COc1ccc(CN2CCN(Cc3ccco3)CC2)c(OC)c1	·	0.5%	?	-2%	1%	-2%	2%	7%	2.6%
COc1ccc(C2=NN(C(=O)c3ccc(Cl)c([N+](=O)[O-])c3)C(c3ccccc3)C2)cc1 (centres undefined)	-0.6%	-0.5%	-2%	9%	-5%	3%	5%	-2%	1.8%
O=C(NCCc1ccccc1)c1ccc(-c2ccc(F)cc2)o1	0.6%	-0.6%	7%	2%	-5%	11%	1%	7%	2.2%
CC(C(=O)N1c2ccccc2Sc2ccccc21)n1nnc(-c2cccs2)n1 (centres undefined)	-0.5%	-1.2%	5%	8%	-6%	-1%	-17%	-2%	8.2%
COc1cc(C(=O)N2CCN(CC(O)COc3ccccc3)CC2)cc(OC)c1OC (centres undefined)	·	·	11%	·	5%	·	·	10%	1.5%
Cc1ccc(-c2cc(-c3cccs3)[nH]n2)c(O)c1	-1.3%	-0.4%	-10%	-5%	3%	-6%	11%	7%	19%
CCCCc1c(O)nc(SCC(=O)Nc2cccc3ccccc23)n(-c2ccccc2OC)c1=O	·	-0.3%	-3%	-4%	0%	11%	0%	8%	0.8%
O=C(N/N=C/c1cccnc1)c1cc(C2CC2)nc2ccccc12	·	0.4%	2%	-5%	-7%	26%	6%	18%	1.6%
Brc1ccc(CN2CCSCC2)cc1	-0.9%	0.1%	8%	6%	6%	-12%	20%	-17%	2.4%
COc1cc(NC(=O)COC(=O)c2ccc(C)c(S(=O)(=O)N3CCCCC3)c2)c(C)cc1[N+](=O)[O-]	-1.2%	-0.3%	10%	0%	0%	-10%	14%	11%	15%
CCCCCCCCCC(=O)Nc1cccnc1	0.4%	-0.4%	·	-8%	·	6%	1%	6%	-0.7%
CCCN1CCC2(CC1)C(C#N)=C(N)Oc1c2sc2nc(C)cc(C)c12	-0.2%	0.4%	14%	-6%	-11%	-3%	-14%	3%	5.0%
O=C(CN1C(=O)c2ccccc2S1(=O)=O)c1ccc(O)c(O)c1	·	0.3%	175µM*	0%	2%	-16%	-4%	30%	·
CCc1cccc(NC(=O)c2ccc(Cn3c(=O)[nH]c4ccsc4c3=O)cc2)c1	-2.7%	·	1%	-8%	-2%	8%	1%	4%	2.1%
COc1ccccc1-c1c(C#N)c(SCC(=O)N2CCCC2)nc(C)c1C(N)=O	2.2%	0.3%	·	-6%	·	7%	-18%	2%	·
COCC(=O)Nc1nnc(C2CCCCC2)s1	-3.7%	3.2%	2%	-3%	-2%	4%	7%	-7%	1.2%
COc1ccc(NC(=O)c2ccc(NC(=O)c3ccco3)cc2)c(OC)c1	·	-1.2%	10%	-3%	-1%	-9%	-8%	6%	3.0%
CC(C)(C)c1ccc(OCc2ccc(C(=O)NCc3cccnc3)o2)cc1	2.5%	-1.7%	4%	2%	·	-6%	-6%	5%	0.0%
COc1ccc(NC(=O)C2CCN(c3ncnc4c3nc3n4CCCCC3)CC2)cc1Cl	·	0.0%	8%	-12%	-7%	4%	6%	3%	2.4%
CCOC(=O)C(C)Sc1nc2ccccc2c(=O)n1CC (centres undefined)	-2.5%	0.5%	-1%	-1%	-12%	-8%	0%	3%	6.4%
CC1CCCCN1CCCNC(=O)Cn1ncc2c([nH]c3ccccc32)c1=O (centres undefined)	·	-0.6%	1%	-11%	-5%	-11%	6%	-12%	-0.6%
CCOC(=O)c1cc2cc(OC)ccc2[nH]1	-1.1%	0.0%	9%	-4%	-6%	-7%	5%	15%	1.5%
O=C(NCc1ccccc1)N1CCC(n2cnc3cc(F)ccc32)CC1	3.0%	-0.3%	5%	-8%	-1%	1%	3%	8%	2.6%
Cn1c(/C(C#N)=C(\O)c2ccc(Br)s2)nc2ccccc21	·	2.2%	10%	-11%	3%	16%	2%	·	1.3%
COc1ccccc1NC(=O)CN(Cc1ccccc1)S(C)(=O)=O	-1.6%	-0.4%	-2%	-7%	1%	-6%	-1%	21%	0.7%
O=C(NCCCn1ccnc1)/C(=C/c1ccco1)NC(=O)c1cccs1	0.7%	-0.6%	5%	-5%	-4%	17%	1%	8%	1.1%
COc1ccccc1NC(=O)c1ccccc1Nc1ccccc1	·	-0.1%	13%	-4%	-7%	-4%	-3%	1%	7.1%
CCc1ccc(N2CCN(CCNC(=O)Nc3ccccc3)CC2)cc1	·	-0.8%	12%	-3%	-10%	-6%	-4%	10%	-0.1%
Cc1c(-n2c(=O)n(Cc3ccccc3)c(=O)c3[nH]cnc32)cccc1S(C)=O (centres undefined)	·	0.2%	-7%	-9%	-6%	-2%	-3%	10%	2.8%
CCCN(Cc1cc2cc(C)ccc2[nH]c1=O)C(=O)c1ccccn1	·	0.5%	9%	-4%	2%	5%	7%	13%	0.2%
CCOc1ccc(NC(=O)/C=C/c2ccc(OC)cc2)c([N+](=O)[O-])c1	-2.5%	-0.7%	9%	-4%	-7%	4%	-5%	4%	0.3%
COc1ccc(S(=O)(=O)Nc2nncs2)cc1	2.6%	0.9%	3%	-2%	-4%	-18%	-22%	-4%	2.1%
Nc1cc(=O)[nH]c(SCC(=O)NC2CCCc3ccccc32)n1 (centres undefined)	·	-0.1%	1%	-7%	-2%	-11%	-7%	22%	-1.1%
O=C1C2CCCN2C(=O)N1CCCN1CCN(c2cccc(Cl)c2)CC1 (centres undefined)	-1.2%	0.0%	4%	-4%	-5%	-1%	-8%	9%	0.5%
O=C(N[C@@H](Cc1ccccc1)C(=O)CCl)OCc1ccccc1	·	·	6%	·	-2%	·	-7%	19%	19%
Cc1cc(Cl)cc(C)c1OCCNCc1ccccc1	·	-1.1%	26%	-12%	-5%	1%	1%	10%	2.9%	Dengue-2 NS5 capping pilot replicate=-0.3
CC1=NN(c2nc(-c3ccc(C#N)cc3)cs2)C(=O)C1	-1.6%	1.0%	·	2%	·	14%	-1%	65%	0.7%
CCOC(=O)N1CCN(C(=O)C2CCN(Cc3ccc(OC)cc3OC)CC2)CC1	0.3%	-0.5%	23%	-4%	-1%	10%	-14%	2%	0.0%
COCCN(CCOC)S(=O)(=O)c1ccc(C(=O)Nc2nc(C)c(C(C)=O)s2)cc1	1.6%	-0.2%	7%	0%	2%	6%	-1%	9%	-0.6%
COc1ccccc1OCc1nnc(SCC(N)=O)n1-c1ccccc1	·	-0.1%	10%	0%	-3%	4%	12%	0%	-0.4%	Dengue-2 NS5 capping pilot replicate=1.8
COc1ccc2c(c1)CCCC21NC(=O)N(CC(=O)NC(=O)NCc2ccccc2)C1=O (centres undefined)	·	-0.4%	5%	-4%	-6%	-3%	-8%	9%	-0.4%
O=C(O)CCCC(=O)OCCCCc1cccs1	-0.7%	0.2%	1%	-4%	-1%	10%	9%	1%	2.9%
COc1ccc(Nc2oc(COc3ccccc3F)nc2C#N)cc1	1.1%	-0.3%	5%	-2%	1%	-3%	13%	1%	9.3%

Screening data deposited in PubChem by several laboratories.
